# High-throughput results as filed in PubChem.
# D1 antagonist – human D1 dopamine receptor antagonism | P21728 | HEK293 TREx D1 cells, calcium flux, dopamine EC80; stronger effect = lower value | activity change, negative = inhibition, % at 10 µM | 360,000 compounds, 3.2% hits | AID 504652; in the data active = activity change below about -30%; also: % is scaled to controls: 0 for no effect and ±100 for the full control effect
# Target sequence (P21728 whole entry, looked up): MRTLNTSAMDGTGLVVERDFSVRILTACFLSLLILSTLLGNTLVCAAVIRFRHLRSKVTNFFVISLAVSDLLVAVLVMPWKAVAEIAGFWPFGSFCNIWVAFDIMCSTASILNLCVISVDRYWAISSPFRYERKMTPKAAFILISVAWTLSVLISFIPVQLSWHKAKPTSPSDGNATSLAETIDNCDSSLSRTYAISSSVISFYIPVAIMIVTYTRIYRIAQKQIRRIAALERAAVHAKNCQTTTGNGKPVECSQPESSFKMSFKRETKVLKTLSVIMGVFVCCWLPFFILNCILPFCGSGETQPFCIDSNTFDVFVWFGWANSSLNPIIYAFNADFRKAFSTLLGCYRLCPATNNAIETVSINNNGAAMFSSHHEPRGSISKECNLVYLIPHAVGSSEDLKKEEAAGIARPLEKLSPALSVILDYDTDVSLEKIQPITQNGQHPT
#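 Tetracycline-induced HEK293 Trex D1 cells, force-coupled to calcium, dye-loaded; compounds added and read 180 s, then EC80 dopamine added and calcium flux tracked kinetically another 180 s.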
# D2 potentiator – positive allosteric modulators of human D2 dopamine receptor. HEK293 T-REx D2, calcium flux, EC20 dopamine potentiation. potentiation, % at 10 µM. 340,000 compounds, 0.34% hits;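 active = potentiation over 3 SD above the plate norm, cut at about 30% in these data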; also: 0% is about no effect
# Target sequence (P14416 whole entry, looked up): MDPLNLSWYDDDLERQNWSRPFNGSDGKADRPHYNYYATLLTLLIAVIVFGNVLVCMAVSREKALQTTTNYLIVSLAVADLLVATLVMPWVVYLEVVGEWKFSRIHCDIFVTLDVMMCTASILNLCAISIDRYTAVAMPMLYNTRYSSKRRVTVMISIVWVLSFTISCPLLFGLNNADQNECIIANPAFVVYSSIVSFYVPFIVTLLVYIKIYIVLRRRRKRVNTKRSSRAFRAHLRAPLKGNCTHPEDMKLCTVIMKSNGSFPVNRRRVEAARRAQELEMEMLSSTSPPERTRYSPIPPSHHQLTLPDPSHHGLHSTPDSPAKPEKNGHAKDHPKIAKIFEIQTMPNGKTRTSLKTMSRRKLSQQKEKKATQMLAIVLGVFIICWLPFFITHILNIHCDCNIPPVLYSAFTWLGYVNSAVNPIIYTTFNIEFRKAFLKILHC
#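 Tetracycline-induced HEK293 T-REx cells force-coupled to calcium signalling expressed D2; compounds were pin-added after a 10 s baseline, read kinetically 180 s, then an EC20 dopamine challenge followed with a further 180 s calcium read.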
# TRHR PAM – TRH receptor (human) allosteric enhancement; TRHR cells, fluo-8 calcium fluorescence, EC20 TRH enhancement; enhancement, % at 2 µM; 360,000 compounds, 0.66% hits; in the data active = enhancement above about 30%; also: 0% is about no effect
#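 Enhancer read-out: after compound pinning and an initial kinetic agonist-mode read, an EC20 of TRH (10 nM final) was injected and fluo-8 calcium signal (Ex 480/Em 530) followed at 1 s/cycle for 100 cycles in TRHR-expressing cells.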
# D2 antag – antagonizes the human D2 dopamine receptor; P14416; HEK293 TREx D2 cells, calcium flux, dopamine EC80; inhibition, % at 10 µM; 340,000 compounds, 2% hits; AID 485344; in the data active = inhibition above about 30%; also: 0% is about no effect
#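 HEK293 T-REx D2 cells, tet-induced, calcium dye no-wash. Cpd pintool add, 180 s kinetic, then EC80 DA, 180 s kinetic. Ca flux read.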
# TRHR agonist – TRH receptor (human) agonism; TRHR cells, calcium flux fluo-8, FDSS agonist mode; activation, % at 2 µM; 360,000 compounds, 0.18% hits; also: 0% is about no effect
#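 Fluo-8-loaded TRHR cells; 10 s baseline, compound added, kinetic Ca2+ fluorescence read 1/s, agonist mode.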
# D1 PAM – human D1 dopamine receptor positive modulation. 360,000 compounds, 0.036% hits. potentiation, % at 10 µM. HEK293 TREx D1 cells, calcium flux, dopamine EC20 potentiation. P21728; in the data active = potentiation above about 30%; also: 0% is about no effect
# D2 ag – activates the human D2 dopamine receptor | 340,000 compounds, 0.53% hits | P14416 | HEK293 T-REx D2 cells, calcium flux agonist mode | activation, % at 2 µM;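 active = activation over 3 SD above normal in the single-dose calcium agonist read, cut at about 30% in these data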; also: 0% is about no effect
#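 Tetracycline-induced HEK293 T-REx cells with force-coupled D2 receptor, plated overnight at 30 C, loaded with no-wash calcium dye. After a 10 s baseline, compound was pin-added and calcium flux read kinetically for 180 s; calcium rises flagged agonists.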
# RXFP1 antag – antagonists of human relaxin receptor RXFP1. Q9HBX9. HEK293-RXFP1, relaxin-stimulated cAMP HTRF, 30 min; stronger effect = lower value. activity change, negative = inhibition, % at 57.5 µM. 350,000 compounds, 0.59% hits;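 active = activity change of -60% or lower, but not beyond a set lower limit; inconclusive = change between -60% and -40%, or beyond the set limit; inactive = change above -40%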; also: % is scaled to controls: 0 for no effect and ±100 for the full control effect
# D1 agonist – activates the human D1 dopamine receptor. HEK293 T-REx D1 cells, calcium flux, agonist mode. activation, % at 2 µM. 360,000 compounds, 1% hits. AID 504660; also: 0% is about no effect
#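 Tetracycline-induced HEK293 TREx D1 cells, force-coupled to calcium signalling, were dye-loaded with a no-wash calcium kit. Compound was pin-added after a 10 s baseline. Fluorescence was read kinetically at 1 cycle/s for 180 s, with calcium rises flagged as agonism.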
# Starred values were filed as active, the others as inactive; ? = inconclusive; · = not tested or not shown. Rule as the data show it, unless noted: active = activation above about 30%; inactive = the rest.
SMILES	D2 potentiator	D1 PAM	D1 agonist	D2 ag	TRHR PAM	TRHR agonist	D1 antagonist	D2 antag	RXFP1 antag
O=C(CN(c1ccccc1F)S(=O)(=O)c1ccccc1)N1CCCCCC1	-5	-8	0	0.1	3	-0.8	-20	1	2
O=C(CCn1c(=O)c2sccc2n(CC(=O)NCc2ccco2)c1=O)NCc1ccccc1	4	-12	3	2.0	2	0.8	3	16	-14
CC(C)(C)c1cc(=O)n(-c2ccccc2)[nH]1	-16	1	0	5.4	-7	0.0	-11	10	-11
CSCCC(NC(N)=O)C(=O)NCc1cccc(Cl)c1 (stereo not drawn)	16	-2	2	0.6	8	0.8	0	-11	4
O=C1CCCN1CC(O)CS(=O)(=O)c1ccccc1 (stereo not drawn)	·	-1	7	·	0	0.1	-1	·	9
CC1C2Cn3c(nc4ccccc43)C1N(C(C)C)O2 (stereo not drawn)	-3	-4	1	0.6	2	0.1	-6	-6	·
O=C(Nc1ccc2nsnc2c1)C1CC1	·	-5	1	·	10	-2.5	-23	·	?
CC(=O)Nc1ccc(NC(=O)CSc2nnc(NC(=O)C3CC3)s2)cc1	-6	-10	1	0.4	1	0.6	-23	1	3
COC(=O)c1ccc(CN2CCCC(C(=O)Nc3cccc(-n4cnnn4)c3)C2)cc1 (stereo not drawn)	·	-4	8	·	-1	1.2	-11	·	-4
Cc1ccc(C(=O)Nc2ccc(-c3csc(C)n3)cc2)cc1	·	-4	2	·	-1	-0.8	13	·	-19
Cc1ccc(S(=O)(=O)c2nnn3c2nc(N2CCN(c4ccc(F)cc4)CC2)c2cc(Cl)ccc23)cc1C	·	-5	1	-0.5	-4	-0.1	-6	·	-1
CCCC(=O)N(Cc1cc(=O)[nH]c2ccccc12)c1ccc(C)cc1	-8	-1	2	1.1	-10	-0.4	8	-18	-4
Cc1ccc(C)c(NC(=S)N/N=C/C(C)c2ccccc2)c1 (stereo not drawn)	-3	-6	-1	0.1	-7	0.3	·	-28	-21
CCOC(=O)c1nn(-c2cccc(OC)c2)c2nc(Nc3ccccc3)cc(=O)n12	-1	-1	3	1.3	6	-0.3	5	9	·
O=C(NCc1ccc(Cl)cc1)c1ccncc1	5	-5	4	1.0	2	-0.5	-2	8	8
Cc1cc(C)n2nc(SCC(=O)c3c(N)n(CC(C)C)c(=O)n(C)c3=O)nc2n1	14	5	-2	-0.1	2	-0.9	6	-4	-14
Cc1cc(C(=O)Nc2ccccc2C(=O)O)ccc1NC(=O)COc1cccc([N+](=O)[O-])c1	7	-1	2	-1.8	2	-0.3	7	-9	11
CCOC(=O)c1c(C)[nH]c(C(=O)COC(=O)c2ccccc2NC(=O)c2ccco2)c1C	·	-7	1	·	-6	1.5	17	·	-3
COc1ccc(NC(=O)Cn2c(=O)n(Cc3ccco3)c(=O)c3sc4ccccc4c32)cc1OC	-3	-4	2	-0.5	-4	0.0	-10	·	·
CCCCCCn1c(CN2CCCC(C)C2)nc2c1c(=O)n(C)c(=O)n2C (stereo not drawn)	-2	-2	2	0.4	-11	-0.1	7	3	-8
O=C(NNC(=S)Nc1ccccc1)NNC(=S)Nc1ccccc1	5	10	2	1.1	3	0.8	-1	-15	-5
O=C(CCSCc1ccc(Cl)cc1)NCc1ccco1	-8	-8	0	-0.5	-10	1.2	7	15	-12
COc1ccc(/C=N\NC(=O)c2ccccc2Br)cc1COc1c(F)c(F)cc(F)c1F	-14	-2	0	0.3	-4	-0.1	-9	-1	-14
Cc1ccc(S(=O)(=O)N2CCCCC2)cc1C(=O)N(C)CC(=O)Nc1ccc(Cl)c(C(F)(F)F)c1	3	5	3	1.9	-8	0.6	0	18	1
CCOC(=O)N1CCN(S(=O)(=O)c2ccc3c(c2)CCN3C(=O)C2CCC2)CC1	4	-10	0	-0.4	-5	0.1	-8	9	13
COc1cc(OC)cc(C(=O)NCC(=O)NC(C)CCc2ccccc2)c1 (stereo not drawn)	9	-5	8	-1.8	12	-0.8	-9	-8	16
Cc1cccc(C(=O)NCC(c2ccco2)S(=O)(=O)c2cccs2)c1 (stereo not drawn)	1	-1	2	0.5	1	0.2	·	·	1
CCCCCN(C(=O)CCC(=O)OC(C)C(=O)c1ccc(Cl)cc1)c1c(N)n(CCCC)c(=O)[nH]c1=O (stereo not drawn)	-9	0	1	0.5	2	0.3	3	16	-4
O=C(CN1C(=O)c2ccccc2C1=O)Nc1sc2c(c1C(=O)NCC1CCCO1)CCC2 (stereo not drawn)	3	-5	2	0.2	9	-0.2	6	-14	2
CCOc1ccc(-n2nnc3c(=O)n(CC(=O)NCc4ccco4)cnc32)cc1	5	-5	4	-0.7	-4	0.8	-3	-4	-9
Cc1nc2cc(NC(=O)c3ccc(Br)s3)ccc2s1	15	-2	6	1.3	-4	0.4	1	1	-17
CCN(CC(=O)Nc1ccc(NC(C)=O)cc1)C(=O)/C=C/c1ccccc1	-4	-2	-1	-1.5	-3	-0.3	-5	-7	-19

# Molecules listed so far that have bromine, in the order listed:
SMILES	D2 potentiator	D1 PAM	D1 agonist	D2 ag	TRHR PAM	TRHR agonist	D1 antagonist	D2 antag	RXFP1 antag
COc1ccc(/C=N\NC(=O)c2ccccc2Br)cc1COc1c(F)c(F)cc(F)c1F	-14	-2	0	0.3	-4	-0.1	-9	-1	-14
Cc1nc2cc(NC(=O)c3ccc(Br)s3)ccc2s1	15	-2	6	1.3	-4	0.4	1	1	-17

# (next part)
SMILES	D2 potentiator	D1 PAM	D1 agonist	D2 ag	TRHR PAM	TRHR agonist	D1 antagonist	D2 antag	RXFP1 antag
Cc1ccc(NC(=O)CN(C)CC(=O)Nc2ccc(N3CCOCC3)cc2)c(C)c1	-8	-8	4	-1.3	-5	-0.8	5	12	-7
Cc1c(Cl)cccc1NC(=O)Cn1c(=O)n(Cc2ccco2)c(=O)c2sc3ccccc3c21	4	-1	7	-1.0	1	-1.3	2	·	·
O=C(O)c1ccccc1-c1cn2cc(Cl)ccc2n1	12	1	4	4.3	4	0.7	-11	3	-1
CCOC(=O)c1sc(NC(=O)c2ccoc2C)c(C(N)=O)c1C	-4	1	2	-0.5	1	-0.5	-2	2	6
CC(C)C(=O)Nc1ccc(C(=O)NNC(=O)NC2CCCCC2)cc1	2	2	3	-0.6	0	0.4	14	2	6
CC(=O)Nc1cccc(C(=O)NC(C)c2ccc(S(N)(=O)=O)cc2)c1 (stereo not drawn)	6	2	0	-0.1	1	0.9	·	-12	-6
CCC(C)NS(=O)(=O)c1ccc(NC(=O)C2CCCO2)cc1 (stereo not drawn)	3	4	2	1.1	-3	1.2	2	-11	12
CCN(CC)C(=O)CN1C(=O)COc2ccc(S(=O)(=O)N3CCOCC3)cc21	-1	-4	2	0.3	0	-0.2	-8	·	·

# Next section; it opens with the 3 that closed the last part.
SMILES	D2 potentiator	D1 PAM	D1 agonist	D2 ag	TRHR PAM	TRHR agonist	D1 antagonist	D2 antag	RXFP1 antag
CC(=O)Nc1cccc(C(=O)NC(C)c2ccc(S(N)(=O)=O)cc2)c1 (stereo not drawn)	6	2	0	-0.1	1	0.9	·	-12	-6
CCC(C)NS(=O)(=O)c1ccc(NC(=O)C2CCCO2)cc1 (stereo not drawn)	3	4	2	1.1	-3	1.2	2	-11	12
CCN(CC)C(=O)CN1C(=O)COc2ccc(S(=O)(=O)N3CCOCC3)cc21	-1	-4	2	0.3	0	-0.2	-8	·	·
COc1ccc(CCc2nnc(CCC(=O)NCc3cc(C(C)C)no3)o2)cc1	4	3	2	0.0	8	0.6	-2	-1	-6
COc1ccccc1CNC(=O)C1CCCN(S(C)(=O)=O)C1 (stereo not drawn)	18	-1	1	0.0	-5	0.4	3	10	-36
CS(=O)(=O)N(CC(=O)N1CCN(Cc2ccccc2)CC1)c1ccccc1F	11	3	3	0.9	2	0.9	2	-3	8
O=C(Nc1ccc(Cl)cc1Cl)c1ccc(Br)o1	0	-7	5	0.9	1	-1.7	3	7	-13
COc1ccc(C(CNC(=O)CCC(=O)c2ccc(C)s2)N2CCOCC2)cc1 (stereo not drawn)	-1	1	0	0.1	4	0.7	0	0	14
COc1ccccc1CNC(=O)c1cc(C)nc2ccccc12	15	-3	1	-0.2	-1	-0.2	-31*	-13	5
CC(=O)N1c2ccc(S(=O)(=O)N3CCC(C(=O)N4CCCC(C)C4)CC3)cc2CC1C (stereo not drawn)	-1	1	1	-0.1	-4	-0.5	11	6	1
CCCCN(C)CCCNC(=O)Cn1ncc2c3ccccc3n(Cc3cccc(Cl)c3)c2c1=O	-6	-2	14	1.4	-5	2.8	-1	·	5
O=C(c1cccc(Cl)c1)N1CCCC(c2ccc(Cl)cc2)=N1	0	-6	17	-0.3	0	-1.6	28	-12	-15
COc1cccc(NC(=O)CN(C)C(=O)c2ccc3c(c2)C(=O)N(CCC(C)C)C3=O)c1	8	-1	7	0.0	8	0.5	19	-14	-13
CC(=O)Nc1ccc2nc(SCC(=O)O)sc2c1	1	-6	1	-0.9	1	0.5	14	-3	14
CC(C)c1ccc(OCc2ccc(C(=O)NN3CCN(C)CC3)o2)cc1	6	1	4	0.3	4	0.6	·	-8	-27
C/C(=N\N=c1/sc2ccccc2n1C)c1ccc(N2CCOCC2)cc1	5	-2	3	1.0	4	0.4	6	0	-16
NC(=O)C1CC(=O)N(c2ccc(OCc3ccccc3Cl)cc2)C1 (stereo not drawn)	-8	1	2	-0.6	6	0.3	-19	4	-3
CCn1cnc2c1c(=O)n(Cc1cccc(Br)c1)c(=O)n2Cc1ccccc1	·	-1	12	-2.9	8	-1.0	1	-4	-5
O=C(CSc1nnc(COc2ccccc2)n1-c1ccccc1)c1cccs1	·	1	6	·	5	0.6	-23	·	-20

# D1 antagonist, hit marks shown above.
canonical_smiles	D2 potentiator	D1 PAM	D1 agonist	TRHR PAM	TRHR agonist	D1 antagonist	D2 antag	RXFP1 antag
COc1ccccc1CNC(=O)c1cc(C)nc2ccccc12	15	-3	1	-1	-0.2	-31*	-13	5

# (more compounds)
SMILES	D2 potentiator	D1 PAM	D1 agonist	D2 ag	TRHR PAM	TRHR agonist	D1 antagonist	D2 antag	RXFP1 antag
N#C/C(=C\Nc1ccc(F)c(Cl)c1)C(=O)C1CC1	-1	-15	1	0.4	-12	0.3	-8	29	4
COc1cccc(/C=N/Nc2nc(-c3cccnc3)nc3ccccc23)c1	-3	6	2	-1.5	0	-0.4	17	-1	·
C/C(NC(=O)c1cccs1)=C1\C(=O)C[C@@H]2[C@H]1C2(C)C	4	-2	2	-1.2	-6	-0.5	-17	14	-6
Cc1ccccc1NC(=O)/C(C#N)=C\c1cn(CC(=O)O)c2ccccc12	·	-2	2	·	-3	-0.2	5	·	13
Cc1nc2sc(C(c3cccc(F)c3)N3CCCC(C)C3)c(O)n2n1 (stereo not drawn)	0	0	2	-1.0	-1	-0.4	-1	-8	-2
CC1=NCCN1CCNC(=O)Nc1ccc(C(C)(C)C)cc1	-1	2	1	0.4	-10	0.8	4	-1	1
O=C(NCc1ccc(F)cc1)c1ccc2c(c1)nc1n2CCCCC1	-26	5	-1	0.5	4	0.1	11	·	-12
CC(=O)Oc1ccc(-c2cccc(C(=O)NCCCO)c2)cc1	1	-2	8	0.9	-5	0.7	-14	4	-6
